GDH-TPI counter: counter-screen for M. tuberculosis FBA inhibitors: GDH-TPI coupled enzymes. inhibition, % at 4.8 µM. 360,000 tested, 1.2% active. GDH-TPI coupled enzyme counterscreen, NADH absorbance; in the data active = inhibition above about 30%;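 also: 0% = DMSO wells and 100% = wells lacking the enzyme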
MazEF act: MazEF (E. coli) toxin RNase activation | FAM/BHQ RNA-DNA oligo cleavage fluorescence, 5 h | activation, % at 20 µM | 350,000 tested, 0.32% active; in the data active = activation above about 50%
Target sequence (P0AE70 whole entry, looked up): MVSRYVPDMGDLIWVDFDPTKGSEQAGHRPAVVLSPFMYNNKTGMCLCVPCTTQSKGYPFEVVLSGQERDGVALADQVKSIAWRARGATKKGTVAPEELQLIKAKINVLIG
DUSP3 inh: DUSP3 (human) phosphatase inhibition; recombinant VHR phosphatase, pNPP absorbance; 290,000 tested, 0.52% active; inhibition, % at 13.3 µM; P51452; in the data active = inhibition above about 50%; also: some compounds called inactive have numbers as strong as hits
Target sequence (P51452 whole entry, looked up): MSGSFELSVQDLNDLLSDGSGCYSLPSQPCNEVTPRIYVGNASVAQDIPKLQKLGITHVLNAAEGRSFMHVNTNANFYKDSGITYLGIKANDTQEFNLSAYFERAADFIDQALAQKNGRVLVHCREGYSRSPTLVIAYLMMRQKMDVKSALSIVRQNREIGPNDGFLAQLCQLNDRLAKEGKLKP
Rv3671c inh: inhibitors of M. tuberculosis serine protease Rv3671c. inhibition, % at 5.96 µM. 320,000 tested, 0.048% active. P9WHR9; in the data active = inhibition above about 38%;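 also: extracellular domain of Rv3671c used as enzyme; 0% = enzyme with DMSO and 100% = no enzyme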
BioA inh: BioA (M. tuberculosis) enzyme inhibition; purified M. tuberculosis BioA enzyme, plate reader; inhibition, % at 9.99 µM; 360,000 tested, 0.096% active; in the data active = inhibition above about 40%
BH1578 lux ind: induces V. cholerae light production without autoinducers; activation, % at 18.7 µM; V. cholerae BH1578 lux reporter, luminescence, 6 h; AID 588436; 350,000 tested, 0.16% active; in the data active = activation mostly above about 9.7%, no sharp cut-off; also: not every result past the cut was called active; inactives centre near 0; reference of the scale not given here
3CLpro inhibitor: SARS-CoV 3CLpro protease inhibition. P0C6X7. recombinant SARS-CoV 3CLpro, quenched FRET peptide cleavage. inhibition, % at 6 µM. AID 1706. 290,000 tested, 0.14% active; in the data active = inhibition above about 12%
SSB-PriA inh: blocks PriA binding to SSB C-terminal tail; AlphaScreen SSBct-PriA binding, biotinylated peptide; inhibition, % at 33 µM; 430,000 tested, 0.6% active; AID 1272365; in the data active = inhibition mostly above about 37%, no sharp cut-off; inactive = mostly below about 20%;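 also: plate controls were negative control peptide for no effect and reference peptide for full effect; strong numbers were not always called active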
Mtb FBA inh: Mtb fructose-bisphosphate aldolase inhibition; P9WQA3; purified M. tuberculosis FBA, fluorescence read-out; inhibition, % at 1 µM; 360,000 tested, 2.3% active; AID 588726; in the data active = inhibition above about 27%;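 also: 0% = vehicle and 100% = reference inhibitor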
Target sequence (P9WQA3 whole entry, looked up): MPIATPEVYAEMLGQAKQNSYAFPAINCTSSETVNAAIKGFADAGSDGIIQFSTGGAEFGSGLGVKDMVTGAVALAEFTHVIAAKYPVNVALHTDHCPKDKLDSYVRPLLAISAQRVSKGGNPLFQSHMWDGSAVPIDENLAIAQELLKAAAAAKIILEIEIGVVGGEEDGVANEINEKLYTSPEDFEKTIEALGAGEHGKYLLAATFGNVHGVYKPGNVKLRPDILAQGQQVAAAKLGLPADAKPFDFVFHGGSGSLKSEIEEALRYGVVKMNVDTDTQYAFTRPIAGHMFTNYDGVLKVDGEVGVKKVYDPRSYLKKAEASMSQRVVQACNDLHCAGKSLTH
Mtb UGM inh: Mtb UDP-galactopyranose mutase inhibition; P9WIQ1; purified UGM, fluorescence polarization probe displacement; inhibition, % at 10 µM; 320,000 tested, 0.06% active; AID 504406; in the data active = inhibition above about 10%, passing the limit was not always enough
An asterisk follows results filed as active; i = inactive; / = not tested or not shown; & = joins results of further samples.

#1 O=C(Nc1cccnc1)c1cccs1
#2 CCn1cc(S(=O)(=O)N2CCc3ccccc3C2)cn1
#3 CC(=O)NS(=O)(=O)c1ccc(NC(=O)c2cccc(S(=O)(=O)N3CCc4ccccc43)c2)cc1
#4 Cc1ccc(CNC(=O)CCCC(=O)O)cc1
#5 O=C(NNC(=O)c1cccc2ccccc12)c1ccc(-c2ccccc2)cc1
#6 Cc1ccccc1NC(=O)COC(=O)c1c(C)nn(-c2ccccc2)c1C
#7 Cc1ccc(OCC(=O)Nc2ccc3oc(=O)ccc3c2)cc1
#8 Cc1ccc2c(c1)S/C(=C\c1cccc[n+]1C)N2CCO

Screen / compound no.	1	2	3	4	5	6	7	8
GDH-TPI counter	1.4	13.4	3.0	7.9	-3.7	-8.2	7.4	-2.9
MazEF act	9.2	3.9	-2.3	4.5	22.3	-2.0	6.4	-5.5
DUSP3 inh	-11.0	12.5	-2.0	14.6	-0.2	/	35.0	-1.2
Rv3671c inh	-11.7	-4.4	2.4	-5.0	-1.8	/	-1.6	2.3
BioA inh	5.2	1.5	1.3	/	/	1.9	/	0.8
BH1578 lux ind	i	i	-0.1	-1.2	-0.3	1.2	-0.2	i
3CLpro inhibitor	0.0	3.9	2.1	-0.3	-0.9	/	-0.6	-2.8
SSB-PriA inh	4.0	-13.3	-11.7	10.7	2.2	/	0.5	-4.0
Mtb FBA inh	-0.1	2.6	-2.7	1.1	12.3	3.9	4.2	-9.2
Mtb UGM inh	2.1	3.1	-0.2	0.3	3.2	/	1.0	-4.4

#9 CNc1nnc(Sc2ncccc2[N+](=O)[O-])s1
#10 COC(=O)c1c(NC(=O)CN2CCN(c3ccccc3)CC2)c2c(C)cccc2n1C
#11 Cc1cc(NC(=O)C(C)C)ncc1NC(=O)c1ccco1
#12 Cc1ccc(S(=O)(=O)Cn2nnnc2CN(Cc2ccco2)Cc2cccs2)cc1
#13 CSc1nsc(SCC(=O)Nc2ccccc2)n1
#14 CNC(=O)CS(=O)CC(=O)Nc1cc(OC(C)C)c(Cl)cc1Cl (configuration not stated)
#15 Cc1cccc(C)c1OCC(=O)Nc1cccc(NC(=O)c2ccco2)c1
#16 Cn1cc([N+](=O)[O-])c(C(=O)Nc2ccc(-c3nc4ccccc4[nH]3)cc2)n1

Screen / compound no.	9	10	11	12	13	14	15	16
GDH-TPI counter	6.2	10.1	5.9	3.1	-11.1	-2.2	5.0	15.5
MazEF act	15.0	7.5	/	-4.2	-15.6	-2.8	6.9	6.3
DUSP3 inh	25.7	25.3	8.8	13.3	11.5	12.9	-9.4	16.2
Rv3671c inh	-6.9	3.6	-3.3	7.5	-5.2	0.6	-6.4	-5.9
BioA inh	1.6	2.9	-0.4	-3.5	5.0	/	2.9	/
BH1578 lux ind	-1.6	i	i	-0.2	-0.2	i	i	-3.4
3CLpro inhibitor	-0.5	2.1	7.4	2.7	0.0	-0.3	-7.2	-3.3
SSB-PriA inh	-4.5	-21.4	/	-22.6	-7.4	-10.0	12.6	-13.1
Mtb FBA inh	-0.5	5.1	1.1	-3.8	-2.0	-1.0	0.4	-3.7
Mtb UGM inh	0.1	-2.7	0.3	0.1	0.0	-0.1	-2.5	-3.5

#17 CCCCNC(=O)CCn1ccc2cc(S(=O)(=O)N3CCCC3)ccc21
#18 Cc1ccc(Cl)cc1N1CCN(C(CC(C)C)c2nnnn2CC2CCCO2)CC1 (configuration not stated)
#19 Cc1cc(C(=O)Nc2ccc(N3CCOCC3)c(Cl)c2)c(C)o1
#20 CC(NC(=O)CN(C)S(=O)(=O)c1ccc2c(c1)c(=O)n(C)c(=O)n2C)c1ccccc1 (configuration not stated)
#21 CCN(C(=O)COC(=O)c1nn(-c2ccccc2)c(=O)c2ccccc12)C1CCS(=O)(=O)C1 (configuration not stated)
#22 CC1(C)CC2CC(C)(CN2C(=O)c2ccc([N+](=O)[O-])cc2)C1 (configuration not stated)
#23 COc1ccc(OC)c(NC(=O)COC(=O)CCC2CCCC2)c1
#24 COc1cccc(-n2c(-c3ccc4[nH]c(C)c(C)c4c3)n[nH]c2=S)c1

Screen / compound no.	17	18	19	20	21	22	23	24
GDH-TPI counter	-4.5	-1.9	5.4	6.3	-0.5	-4.5	0.7	0.6
MazEF act	4.5	-5.1	0.0	-6.2	5.5	-1.8	3.5	10.1
DUSP3 inh	20.9	3.6	27.1	1.3	11.2	29.6	/	1.1
Rv3671c inh	-3.1	2.8	-5.6	-12.8	1.0	-3.9	2.0	4.7
BioA inh	-0.2	-0.3	/	-3.9	0.5	/	0.7	/
BH1578 lux ind	i	0.3	1.1	-0.3	-0.4	-0.4	-2.1	1.5
3CLpro inhibitor	-0.2	0.7	5.0	-0.5	1.9	-1.9	/	3.1
SSB-PriA inh	-16.6	-14.8	0.0	-8.2	-14.3	2.1	-10.9	-8.7
Mtb FBA inh	-1.7	5.8	-0.8	1.7	3.8	1.2	-0.2	10.0
Mtb UGM inh	0.1	-0.9	-6.0	0.0	-0.3	-0.5	3.9	-2.2

#25 CCN(CC)CCCNc1nc(N)c([N+](=O)[O-])c(NCCO)n1
#26 N/C(=N\OC(=O)CCCOc1ccccc1)c1ccccn1
#27 O=C(O)C1C2C=CC(C2)C1C(=O)OCc1ccccc1 (configuration not stated)
#28 CC(=O)c1sc(N)nc1C
#29 CCCN(CCC)c1nc2ccccc2nc1C(C#N)C(=O)OC(C)COC (configuration not stated)
#30 Oc1ccccc1/C=N/Nc1nc2ccccc2o1
#31 Cc1ccc(CNC(=O)CCc2c(C)nc3c(c(C)nn3-c3ccc(C)cc3)c2C)cc1
#32 CCc1ccccc1NC(=O)CCN1C(=O)c2ccccc2C1=O

Screen / compound no.	25	26	27	28	29	30	31	32
GDH-TPI counter	21.5	0.6	-1.9	0.5&10.9	/	50.6*	4.3	10.0
MazEF act	1.4	6.3	5.0	1.8&5.5	-3.5	8.4	-13.7	8.5
DUSP3 inh	17.0	24.3	-7.5	/	/	12.8	7.4	-4.2
Rv3671c inh	-2.0	-4.1	-3.8	6.0	-12.7	20.3	4.9	2.8
BioA inh	-1.0	0.0	-0.3	2.3&1.5	/	-0.9	0.0	-2.5
BH1578 lux ind	-0.6	-8.3	2.2	-0.2&-0.4	/	-0.4	-0.3	0.5
3CLpro inhibitor	1.1	3.9	-0.7	/	-2.9	0.6	-0.8	5.4
SSB-PriA inh	-7.4	/	-0.8	-6.0&-1.6	4.6	/	-11.1	-21.5
Mtb FBA inh	0.0	1.3	-8.2	-0.9&-0.9	/	8.5	1.0	3.0
Mtb UGM inh	-2.7	0.7	1.3	1.7	0.1	2.3	1.9	0.9

#33 O=C(NNC(=O)c1cccc2ccccc12)c1ccc(Cl)cc1
#34 O=C(CNC(=O)c1ccc(Cl)cc1)OC1CCOC1=O (configuration not stated)
#35 O=C(O)c1ccc(NC(=S)NC(=O)c2cncc(Br)c2)cc1
#36 O=C(CCc1nc2cccnc2n1Cc1ccccc1)N1CCOCC1
#37 O=C(COc1ccccc1Cl)Nc1ccc2c(c1)OCO2
#38 COc1ccc2c(c1)C(=O)N(c1ccccc1OC)C(=O)C2(C)C
#39 CN(Cc1ccc2c(c1)OCCO2)C(=O)CN1C(=O)NC2(CCCCC2)C1=O
#40 CCN(C[C@H]1N[C@@](Cc2ccccc2)(C(=O)OC)[C@H]2C(=O)N(Cc3ccccc3)C(=O)[C@@H]12)C(=O)c1ccc(C)cc1

Screen / compound no.	33	34	35	36	37	38	39	40
GDH-TPI counter	1.4	-1.0	7.6	-3.4	5.2	1.9	5.5	0.0
MazEF act	2.5	3.1	2.8	-0.1	0.3	-7.2	-4.6	-10.1
DUSP3 inh	/	6.0	25.0	8.3	-24.8	31.6	6.5	/
Rv3671c inh	/	7.3	6.0	-16.8	-4.6	-15.2	-7.9	-6.1
BioA inh	-1.0	/	-2.3	1.7	/	4.7	-1.0	0.3
BH1578 lux ind	i	i	-0.2	i	i	i	0.2	-1.0
3CLpro inhibitor	/	0.4	2.2	-6.3	-1.4	0.4	1.7	/
SSB-PriA inh	-6.6	-6.2	-20.6	-9.0	-5.5	-7.3	-13.7	7.3
Mtb FBA inh	3.2	-1.6	-1.0	-0.3	0.4	0.6	9.8	-1.0
Mtb UGM inh	/	-3.9	-2.0	4.6	-0.2	-0.6	-1.4	-0.6

Overlap with the part before: 2 entries, then new ones.
#39 CN(Cc1ccc2c(c1)OCCO2)C(=O)CN1C(=O)NC2(CCCCC2)C1=O
#40 CCN(C[C@H]1N[C@@](Cc2ccccc2)(C(=O)OC)[C@H]2C(=O)N(Cc3ccccc3)C(=O)[C@@H]12)C(=O)c1ccc(C)cc1
#41 CCN1C(=O)c2ccccc2S(=O)(=O)c2ccc(C(=O)NCCCN(CC(C)C)CC(C)C)cc21
#42 COc1ccc(C(C)=O)cc1CSCc1cc(C(C)=O)ccc1OC
#43 O=C(N/N=C/c1cc([N+](=O)[O-])cc(Br)c1O)C12CC3CCC(CC(C3)C1)C2
#44 Cc1cc(NC(=O)CSc2cn(CCNC(=O)c3ccccc3)c3ccccc23)no1
#45 CN(C)C(=O)CSc1nnc(C23CC4CC(CC(C4)C2)C3)o1
#46 COc1ccccc1CNC(c1ccccc1)c1ccccc1
#47 O=C(N1CCOCC1)C12CC3CC(C1)CC(n1cnc(Cl)n1)(C3)C2
#48 COc1ccc(Br)cc1-c1nc2c(c(=O)[nH]c(=O)n2Cc2ccccc2)n1C
#49 O=c1[nH]cnc(O)c1N=Nc1ccccc1
#50 Cc1ccc(-c2nc(NCc3ccc(F)cc3)n(S(C)(=O)=O)n2)cc1
#51 O=C1CCC(C(=O)OCC(=O)c2c[nH]c3ccccc23)=NN1

Screen / compound no.	39	40	41	42	43	44	45	46	47	48	49	50	51
GDH-TPI counter	5.5	0.0	-1.7	1.0	10.4	-2.4	-7.8	-3.0	7.9	3.8	10.2	2.2	12.6
MazEF act	-4.6	-10.1	3.6	4.6	1.1	2.5	0.5	-3.9	-6.4	2.3	-3.1	-1.5	-9.6
DUSP3 inh	6.5	/	44.5	14.1	13.1	-0.2	-0.2	16.5	-14.3	1.9	14.6	10.6	2.6
Rv3671c inh	-7.9	-6.1	-7.7	-6.2	9.9	1.0	-0.6	-1.9	-6.7	-2.0	-2.2	0.4	-9.9
BioA inh	-1.0	0.3	0.0	-1.2	-0.2	-0.6	2.1	-2.5	/	-0.7	/	/	7.8
BH1578 lux ind	0.2	-1.0	-7.7	1.1	i	-0.3	-0.7	i	-0.3	-0.9	-0.5	1.0	-0.6
3CLpro inhibitor	1.7	/	-9.4	-1.7	7.2	-1.7	-2.0	0.3	-1.4	0.6	3.5	9.7	3.1
SSB-PriA inh	-13.7	7.3	-9.7	15.4	/	-10.9	-14.2	-62.1	-3.5	-0.1	-5.1	-20.5	3.4
Mtb FBA inh	9.8	-1.0	0.0	2.7	0.8	-0.9	-5.3	0.0	6.7	0.6	-0.5	-1.9	0.6
Mtb UGM inh	-1.4	-0.6	-2.9	-0.2	-0.2	-0.5	-3.0	2.4	3.0	0.5	1.0	0.2	2.0

Results in sequence from above:
Compounds 43–51 in Mtb UGM inh: -0.2, -0.5, -3.0, 2.4, 3.0, 0.5, 1.0, 0.2, 2.0
Compounds 43–51 in Mtb FBA inh: 0.8, -0.9, -5.3, 0.0, 6.7, 0.6, -0.5, -1.9, 0.6

From PubChem BioAssay

A portion of the library; rates above refer to the full screens.
